GSK3A inh – human GSK-3 alpha kinase inhibition; P49840; ADP-Glo luminescence, 60 min; 0.1% of 320,000 active; inhibition, % at 10 µM;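 in the data active = inhibition above about 50%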;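 note: GST-tagged GSK-3 alpha with peptide substrate and 25 µM ATP; 0% = DMSO neutral wells and 100% = GW8510 positive control wells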
Target sequence (P49840 whole entry, looked up): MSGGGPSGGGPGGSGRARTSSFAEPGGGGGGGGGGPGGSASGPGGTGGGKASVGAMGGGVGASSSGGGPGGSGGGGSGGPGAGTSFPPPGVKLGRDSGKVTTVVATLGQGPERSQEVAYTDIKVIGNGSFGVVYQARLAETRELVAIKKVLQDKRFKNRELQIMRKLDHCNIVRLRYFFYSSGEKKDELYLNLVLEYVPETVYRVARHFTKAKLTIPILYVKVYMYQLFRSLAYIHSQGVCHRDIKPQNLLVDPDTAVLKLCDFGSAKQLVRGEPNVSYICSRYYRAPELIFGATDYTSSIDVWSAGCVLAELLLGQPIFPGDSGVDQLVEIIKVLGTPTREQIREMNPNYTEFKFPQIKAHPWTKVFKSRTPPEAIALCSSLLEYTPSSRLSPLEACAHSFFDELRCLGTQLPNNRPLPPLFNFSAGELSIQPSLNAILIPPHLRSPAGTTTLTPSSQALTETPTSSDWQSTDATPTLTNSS
PolyA inh – blocks polyadenylation in yeast reporter cells; calls only at 12 µM; S. cerevisiae SKY197-pL101 polyadenylation reporter, beta-gal luminescence; efflux-impaired pdr1/pdr3 knockout yeast; score 100 = 6 SD above DMSO; 0.02% of 300,000 active; AID 1875;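 active = lowest replicate activity score at least 50, where 100 means six control SD above control mean; inconclusive = lowest score under 50 but half or more replicates reach 50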;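 note: yeast exposed to compound for 9 h at 30 °C; higher score means more reporter readthrough which indicates perturbed polyadenylation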
IEC-6 cytotox – IEC-6 cytotoxicity, counter-screen for KLF5 inhibitors. AID 1825. 0.78% of 290,000 active. inhibition, % at 5 µM. luminescence viability; in the data active = inhibition above about 22%;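 note: 0% = plate median of test compound wells and 100% = cytotoxic reference compound wells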
HSP90 refold inh – blocks HSP90-mediated luciferase refolding in reticulocyte lysate; Rabbit reticulocyte lysate, luciferase refolding luminescence, 3 h; inhibition, % at 5.6 µM; 0.91% of 290,000 active;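 active = inhibition above the screen-wide mean plus 3 SD, computed separately per campaign, cut at about 16% in these data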;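 note: 0% = DMSO wells and 100% = 60 µM geldanamycin wells; inhibitors lower the luminescence because luciferase stays unfolded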
KLF5 inhibitor – suppresses KLF5 promoter-driven expression; inhibition, % at 5 µM; DLD-1 KLF5 promoter-luciferase reporter, luminescence; 0.23% of 290,000 active;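 active = inhibition above a per-plate limit of that plate's mean compound inhibition plus 3 SD, cut at about 60% in these data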;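 note: 0% = DMSO wells and 100% = LY294002 at 200 µM; higher means less KLF5 promoter-driven luciferase light; inactives centre near -14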
aSyn 5UTR inh – MLPCN primary screen, SNCA 5' untranslated region; alpha-synuclein 5'UTR reporter, inhibitor activity; inhibition, % (tested at 7.5 µM); 0.82% of 300,000 active; in the data active = inhibition above about 60%; inconclusive = no clear call, values can overlap the other calls;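 note: H4 neuroglioblastoma cells stably carrying SNCA 5'UTR luciferase fusion; 0% = DMSO wells and 100% = positive control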
AI-2 QS mod – Vibrio harveyi AI-2 quorum sensing modulation | activity change, % at 7.5 µM | Vibrio harveyi JMH597 AI-2 luminescence/OD600 ratio, 9 h; active compounds read low; strain lacks LuxN and CqsS sensors; 0 = neutral-control median | 0.4% of 300,000 active; in the data active = activity change below about -75%, passing the limit was not always enough; inconclusive = no clear call, values can overlap the other calls;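 note: luminescence divided by OD600 gain over 9 h not by final OD600 alone; inactives centre near 13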
GSK3beta inhib – human GSK3beta kinase inhibition; P49841; GST-GSK3beta kinase, ADP-Glo luminescence, 60 min; active compounds read low; activity score (negative = inhibition), % at 10 µM; 0.038% of 300,000 active; AID 2097;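 active = more than half of replicate wells score below -50%, meaning over 50% inhibition versus plate controls; inconclusive = some replicates but at most half score below -50%; inactive = no replicate scores below -50%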;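 note: 0% = median DMSO wells and -100% = median GW8510 positive control wells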
Target sequence (P49841 whole entry, looked up): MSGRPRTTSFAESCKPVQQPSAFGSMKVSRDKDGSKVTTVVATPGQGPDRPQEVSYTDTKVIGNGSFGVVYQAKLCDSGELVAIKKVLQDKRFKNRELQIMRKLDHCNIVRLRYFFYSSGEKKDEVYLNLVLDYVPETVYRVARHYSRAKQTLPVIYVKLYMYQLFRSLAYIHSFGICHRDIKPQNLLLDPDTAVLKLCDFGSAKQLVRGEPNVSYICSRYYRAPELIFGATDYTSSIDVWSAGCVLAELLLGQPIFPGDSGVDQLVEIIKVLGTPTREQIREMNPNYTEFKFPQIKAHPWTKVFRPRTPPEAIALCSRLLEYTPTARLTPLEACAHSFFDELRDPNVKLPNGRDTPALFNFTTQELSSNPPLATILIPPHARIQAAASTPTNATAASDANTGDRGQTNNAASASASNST
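Test system: GST-tagged human GSK3beta kinase, cell-free; evaluation: activity score scaled between in-plate DMSO and GW8510 controls; measured by: ADP-Glo luminescence; incubation: 60 min reaction, RT; benchmarks: DMSO and 20 µM GW8510; reagent: peptide substrate plus 25 µM ATP (final); medium: Tris/MgCl2 kinase buffer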
HSF1 inhib – HSF1 inhibition; NIH3T3-HGL HSE-luciferase, MG132-induced, luminescence 8 h; active compounds read low; activity change, negative = inhibition, % at 7.5 µM (by protocol); 0.77% of 300,000 active; AID 2098;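 active = more than half of replicate wells show activity change below -50%, luminescence cut by over half; inconclusive = some wells, but at most half, below -50%; inactive = no replicate well below -50%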;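 note: luciferase reports HSF-1 transcriptional activity via heat shock element; 0% = median of DMSO wells and -100% = zero luminescence signal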
HSF1 activator – increases HSF-1 driven luciferase reporter signal; NIH3T3-HGL HSF-1 luciferase reporter, MG132, 8 h; 100% = twice DMSO control signal; activation, % at 9 µM; 1.7% of 300,000 active; AID 504408;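 active = mean replicate activation of at least 50% with a set share of replicates each reaching 50%; inconclusive = only one of those two conditions met; inactive = mean below 50% and too few replicates reaching it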;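 note: 0% = median of the neutral control wells and 100% = twice that signal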
* = called active by the depositor; i = inactive; ? = inconclusive; · = not tested or not shown.

Every second line gives: HSP90 refold inh	HSF1 inhib	GSK3A inh	aSyn 5UTR inh	KLF5 inhibitor	PolyA inh	IEC-6 cytotox	GSK3beta inhib	HSF1 activator	AI-2 QS mod
> CC(=O)Nc1ccc(NC(=O)CSc2nnc(NC(=O)c3ccc(Br)o3)s2)cc1
→ 5	-2	0	21	18	i	7	3	-1	1
> CC(NC(=O)CN1CCOCC1)c1ccccc1 (centres undefined)
→ 0	-1	-1	3	-20	i	-6	3	-1	13
> O=C(c1ccco1)N1CCC(c2nc3c(nnn3Cc3ccccc3Cl)c(=O)[nH]2)CC1
→ -2	-6	15	11	-12	i	3	-4	-13	13
> CCOC(=O)c1cc(C(=O)OCC)c2ccccn2c1=O
→ -2	0	3	15	-13	i	-6	3	-13	15
> OC(COc1ccccc1)Cn1cc(Br)cn1 (centres undefined)
→ 5	5	0	-29	-31	i	3	5	-1	-8
> C#CCOCCOCCOCCNc1nc(N2CCN(C(=O)C(Cc3cc4ccccc4[nH]3)n3cc(C(N)Cc4ccc(O)cc4)nn3)CC2)nc(N2CCN(C(=O)C(Cc3cc4ccccc4[nH]3)n3cc(C(N)Cc4ccc(O)cc4)nn3)CC2)n1 (centres undefined)
→ 23*	-6	·	-23	-19	i	-4	-5	-22	47
> Nn1c(-c2ccccc2)nc2cc(Cl)ccc2c1=O
→ -3	1	-1	8	-20	i	-2	·	-7	·
> Cc1ccnc(NC(=O)c2cccc(NC(=O)COc3ccccc3)c2)c1
→ -2	·	1	0	-25	i	4	-1	·	1
> Clc1ccccc1-c1nc2ccccc2c2nncn12
→ -1	-5	0	13	-30	i	3	-25	-2	8
> COc1cc2c(cc1OC)C(C)N(C(=O)CCN1C(=O)C3C4C=CC(C4)C3C1=O)CC2 (centres undefined)
→ 2	·	-4	·	-32	·	-4	·	·	·
> COc1ccc(CCN(C)C(=S)Nc2cccc(C)c2)cc1OC
→ -4	-2	-3	4	-4	i	5	-1	9	5
> CC(C)c1ccc(OC(=O)c2cccc(S(=O)(=O)N3CCN(C)CC3)c2)cc1
→ 2	-11	-3	-6	-18	i	-3	0	1	13
> Cc1cccc(NC(=S)N2CCN(S(=O)(=O)c3ccc(F)cc3)CC2)c1
→ -1	-2	-1	6	-6	i	0	2	1	-3
> Cc1nc(Nc2ccccc2)c2oc3ccc(Cl)cc3c2n1
→ -4	-9	-3	-93	-82	i	6	2	9	-1
> CCOC(=O)[C@H](O)[C@@H](O)c1cccc([C@H](O)[C@@H](O)C(=O)OCC)c1
→ -9	5	-2	-19	-17	i	4	4	5	20
> Cc1ccc(OCCCCn2cnc3ccccc32)cc1
→ 0	-79*	-2	-52	15	i	-2	2	-79	18
> CCOC(=O)Cn1nc(/C=C/c2ccc(OC)cc2)ccc1=O
→ 1	-3	-1	-14	11	i	-2	-2	-2	-3
> CC1(C)CC(=O)C2=C(C1)NC(Nc1nc3ccccc3o1)=NC21CCCC1
→ 3	-12	1	6	-8	i	0	-1	-23	16
> CC(C)Oc1ccc(CCC(=O)NNC(=S)NCc2ccccc2)cc1
→ 3	8	-2	11	21	i	-4	3	5	19
> O=C(Nn1cnc2ccccc2c1=O)c1ccccc1F
→ 0	-4	-3	-4	-22	i	4	-3	4	6

Structures from the list above that have two or more sulfur atoms, in the order listed:
Every second line gives: HSP90 refold inh	HSF1 inhib	GSK3A inh	aSyn 5UTR inh	KLF5 inhibitor	PolyA inh	IEC-6 cytotox	GSK3beta inhib	HSF1 activator	AI-2 QS mod
> CC(=O)Nc1ccc(NC(=O)CSc2nnc(NC(=O)c3ccc(Br)o3)s2)cc1
→ 5	-2	0	21	18	i	7	3	-1	1
> Cc1cccc(NC(=S)N2CCN(S(=O)(=O)c3ccc(F)cc3)CC2)c1
→ -1	-2	-1	6	-6	i	0	2	1	-3

Further entries follow:
Every second line gives: HSP90 refold inh	HSF1 inhib	GSK3A inh	aSyn 5UTR inh	KLF5 inhibitor	PolyA inh	IEC-6 cytotox	GSK3beta inhib	HSF1 activator	AI-2 QS mod
> CCOC(=O)c1c(NC(=O)c2nn(CC)cc2Br)sc(C)c1C
→ 1	-1	0	9	-7	i	1	2	22	8
> COc1ccccc1NC(=O)CSc1nc2n[nH]c(C)c2c(=N)n1-c1ccccc1Cl
→ -3	26	0	-22	-18	i	-2	1	60*	4
> C[C@@H]1C[C@H](O)c2cc(Cl)ccc2N1
→ 1	-6	-2	2	-31	i	1	-4	3	9
> COc1cc(/C=c2\s/c(=C\C(=O)C(C)(C)C)[nH]c2=O)cc(OC)c1OC
→ 3	7	4	34	-6	i	7	-9	15	-4
> COc1cccc(C(=O)/C=C/Nc2ccc(S(=O)(=O)Nc3cccc(C(C)=O)c3)cc2)c1
→ 5	2	1	11	-22	i	10	3	17	16
> NS(=O)(=O)c1cccc(NC(=S)NCc2ccc3c(c2)OCO3)c1
→ -3	·	0	·	-12	·	-4	2	·	11
> O=C(C1=C[C@H](C2CC2)C[C@H](OCCCCO)O1)N1CCOCC1
→ 8	-7	0	11	-15	i	-5	-1	-20	3
> O=C(CCc1c[nH]c2ccccc12)NCCc1ccc(Cl)cc1
→ 0	18	2	4	5	i	5	1	55*	16
> CCOc1ccc(S(=O)(=O)NCCC(=O)Nc2ccncc2)cc1
→ ·	0	1	3	·	i	·	-2	-3	12
> CCC(CC)C(=O)NCc1cccnc1
→ -1	1	-1	-3	-15	i	-6	-1	8	12
> Cc1cc(C)cc(OC(=O)N2CCOCC2)c1
→ -1	-9	1	7	-37	i	-2	3	-10	15
> NC(=O)c1ccsc1NC(=O)COC(=O)c1nc(Cl)ccc1Cl
→ ·	-1	2	6	·	i	·	0	7	35
> O=C(COC(=O)C1(c2ccccc2F)CCCC1)N1CCc2ccccc21
→ -4	-61*	-2	11	-4	i	0	-1	-64	3
> CC(=O)c1ccccc1NS(=O)(=O)c1cccc2nsnc12
→ -3	-2	5	9	-23	i	-6	0	10	9
> Cc1ccc(NC(=O)c2sc3ncn(CC(=O)N4CCN(c5ccccn5)CC4)c(=O)c3c2C)cc1F
→ 4	-1	-1	11	-24	i	-5	-2	-2	5
> O=C(CCn1cnc2ccccc21)N=Nc1c(O)[nH]c2ccccc12
→ 0	3	0	12	-35	i	-3	1	12	11
> COc1ccc(-n2nc(C(=O)NCC(=O)N3CCN(c4ccccn4)CC3)c3ccccc3c2=O)c(OC)c1
→ ·	-6	-2	-31	·	i	·	-3	-5	1
> Cc1nc2ccc(C(=O)N/N=C/c3cc([N+](=O)[O-])ccc3O)cc2[nH]1
→ -2	-2	4	-4	-5	i	-2	3	4	44
> Cc1cc(NC(=O)c2ccccc2)sc1C
→ 10	31	8	-142	-136	i	4	-5	60*	2
> CCCN(C(=O)c1ccc2c(SCC(=O)O)c3c(nc2c1)CCC3)c1cccc(C)c1
→ -1	-2	-3	-2	-4	i	-7	7	14	28

Sorted by heavy-atom count (largest number first): some entries from above.
Every second line gives: HSP90 refold inh	HSF1 inhib	GSK3A inh	aSyn 5UTR inh	KLF5 inhibitor	PolyA inh	IEC-6 cytotox	GSK3beta inhib	HSF1 activator	AI-2 QS mod
> COc1cccc(C(=O)/C=C/Nc2ccc(S(=O)(=O)Nc3cccc(C(C)=O)c3)cc2)c1
→ 5	2	1	11	-22	i	10	3	17	16
> CCCN(C(=O)c1ccc2c(SCC(=O)O)c3c(nc2c1)CCC3)c1cccc(C)c1
→ -1	-2	-3	-2	-4	i	-7	7	14	28
> O=C(COC(=O)C1(c2ccccc2F)CCCC1)N1CCc2ccccc21
→ -4	-61*	-2	11	-4	i	0	-1	-64	3
> COc1cc(/C=c2\s/c(=C\C(=O)C(C)(C)C)[nH]c2=O)cc(OC)c1OC
→ 3	7	4	34	-6	i	7	-9	15	-4
> CCOc1ccc(S(=O)(=O)NCCC(=O)Nc2ccncc2)cc1
→ ·	0	1	3	·	i	·	-2	-3	12
> NC(=O)c1ccsc1NC(=O)COC(=O)c1nc(Cl)ccc1Cl
→ ·	-1	2	6	·	i	·	0	7	35

(next part)
Every second line gives: HSP90 refold inh	HSF1 inhib	GSK3A inh	aSyn 5UTR inh	KLF5 inhibitor	PolyA inh	IEC-6 cytotox	GSK3beta inhib	HSF1 activator	AI-2 QS mod
> CS(=O)(=O)N1CCC(C(=O)Nc2ccc(Cl)c(Cl)c2)CC1
→ 4	2	-1	9	-21	i	-1	1	9	24
> Cc1cccc(N2CCN(C(=O)CCN3C(=S)NC(C)(C)CC3C)CC2)c1C (centres undefined)
→ 1	1	-1	33	-37	i	-5	2	-12	37
> O=c1ccc2ccc(OCc3nnc(-c4ccccc4Br)o3)cc2o1
→ 3	25	-1	11	13	i	-3	2	38	-3
> CCn1c(SCC(=O)Nc2ccc(N3CCOCC3)c(Cl)c2)nnc1-c1ccc(N)cc1
→ -1	0	-1	-5	-38	i	-9	1	1	27
> O=C(CSc1nnc(-c2ccncc2)o1)c1ccc2c(c1)OCCO2
→ -6	-6	-3	-30	-7	i	-3	1	2	20
> Nc1ccccc1C(=O)NC12CC3CC(CC(C3)C1)C2
→ 0	-3	-1	-1	-35	i	-1	5	-9	27
> CCn1c(=S)ccc2ccc(OC)cc21
→ 2	7	1	16	-23	i	2	-1	-2	7
> CCCCn1nnnc1NCc1cccnc1
→ -1	-10	-2	-14	-45	i	2	1	-6	27
> Cc1cc(Oc2ccccc2)nc(SCC(=O)Nc2ccc(Cl)cc2Cl)n1
→ 6	5	-1	11	-13	i	4	1	5	27
> Cc1cc(=O)n2[nH]c(-c3ccc(Cl)cc3)cc2n1
→ -1	36	2	-49	-65	i	10	1	46	33
> Cn1c(SCC(=O)NNC(=S)Nc2ccccc2)nnc1-c1ccccc1
→ 3	1	-5	10	4	i	-1	1	2	29
> COc1ccc(C(=O)NC(=S)NCc2ccco2)cc1
→ -2	0	-2	-43	-17	i	0	2	0	-26
> O=C(NCc1cccnc1)Nc1cccc(NC(=O)NCc2cccnc2)c1F
→ 3	3	-2	2	0	i	4	-1	10	14
> COc1cc(/C=C/C(=O)c2ccc3c(c2)OCO3)cc(Cl)c1O
→ -3	46	1	-34	-2	i	-3	-1	?	34
> C=CCOc1c(Br)cc(/C=C(\C#N)C(N)=O)cc1OC
→ -2	1	-1	2	2	i	1	-1	19	21
> CC(C)(C)n1ncc2c(=O)n(CC(=O)NCc3ccco3)cnc21
→ 4	11	1	-93	-104	i	-1	2	24	15
> Nc1cc(=O)[nH]c(=O)n1Cc1ccco1
→ 0	-4	-4	-21	-7	i	-4	1	-1	12
> Cc1ccc(S(=O)(=O)N2CCN(C(=O)CN3CCOCC3)C2C(C)C)cc1 (centres undefined)
→ -1	-2	0	5	0	i	1	0	-4	15
> COCCN(C(=S)Nc1ccc(C(C)C)cc1)C(C)c1cccs1 (centres undefined)
→ -2	-15	-1	-9	-3	i	1	-5	-19	15

These rows are one share of the data; count on the stated rates, not on these rows.
